# Assay outcomes as filed in PubChem.
# MEX-5 binding: MEX-5 zinc finger RNA-binding disruptors – biochemical, C. elegans, fluorescence polarization, MLPCN library, primary screen | Zinc finger protein mex-5 (Caenorhabditis elegans), Q9XUB2 | activity score (negative = inhibition of binding), % at 10 µM | hit rate 0.38% among 300,000 | AID 1832, 2009 | MEX-5/FITC-TCR2 RNA binding; active compounds read low;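 active = inhibition past about -25% in most replicates, and total fluorescence under double the plate's negative control median, limit read from the data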;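 also: 0% = DMSO and -100% = 5 µM competing unlabeled TCR2 RNA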
# GLD-1 RNA inh: GLD-1/TGE RNA complex disruptors, primary screen, biochemical, fluorescence polarization | Female germline-specific tumor suppressor gld-1 (Caenorhabditis elegans), Q17339 | purified GLD-1 + fluorescein TGE RNA | inhibition, % at 5.96 µM | hit rate 0.44% among 320,000 | AID 2280, 2010;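 active = percent inhibition above a per-plate cutoff, the plate mean of test compounds plus 3 SD, cut at about 30% in these data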;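 also: 0% = DMSO wells with GLD-1 and probe and 100% = wells lacking GLD-1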
# Target sequence (Q17339 whole entry, looked up): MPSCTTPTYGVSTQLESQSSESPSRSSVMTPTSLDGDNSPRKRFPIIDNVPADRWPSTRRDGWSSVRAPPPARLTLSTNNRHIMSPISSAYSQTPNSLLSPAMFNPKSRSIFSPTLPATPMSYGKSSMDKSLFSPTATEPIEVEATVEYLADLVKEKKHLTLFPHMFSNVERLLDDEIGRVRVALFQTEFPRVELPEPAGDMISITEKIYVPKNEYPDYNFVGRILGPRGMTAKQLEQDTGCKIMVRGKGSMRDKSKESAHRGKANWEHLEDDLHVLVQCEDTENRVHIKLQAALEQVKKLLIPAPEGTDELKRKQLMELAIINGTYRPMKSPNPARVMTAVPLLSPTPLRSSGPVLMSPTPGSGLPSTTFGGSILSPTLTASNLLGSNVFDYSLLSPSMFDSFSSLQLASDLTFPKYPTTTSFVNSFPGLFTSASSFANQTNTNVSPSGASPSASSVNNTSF
# GRK2 inh: compounds blocking aptamer binding on GRK2 – biochemical, human GRK2, bead flow cytometry, HTS, primary screen; Beta-adrenergic receptor kinase 1 (Homo sapiens), P25098; FAM-aptamer displacement from GRK2; inhibition of aptamer binding, % at 10 µM; hit rate 0.59% among 330,000;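 active = inhibition of aptamer binding above 40%, roughly 3 SD of noise, on plates passing a quality check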;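 also: median bead fluorescence of bound FAM aptamer so fluorescent compounds give negative values; no value below 0 was filed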
# Fam108B counter: mouse Fam108B serine hydrolase inhibitors, primary screen, counter-screen for RBBP9 inhibitor project, biochemical, fluorescence polarization; recombinant Fam108B, FP-Rh probe fluorescence polarization; AID 1947, 2009; hit rate 0.33% among 300,000; inhibition, % at 9.51 µM;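 active = inhibition above the screen mean inhibition plus 3 SD, computed separately per campaign, cut at about 18% in these data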;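 also: inhibitors lower polarization as less probe binds the enzyme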
# BCLXL inh: inhibitors of human Bcl-xL, primary screen, biochemical, fluorescence polarization, HTS | Bcl-2-like protein 1 (Homo sapiens), Q07817 | GST-Bcl-xL / FITC-Bim BH3 peptide fluorescence polarization | inhibition, % at 10.9 µM | hit rate 0.7% among 320,000;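 active = inhibition above the mean of all tested compounds plus 3 SD, cutoff set per campaign, cut at about 30% in these data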;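 also: 0% = DMSO wells and 100% = unlabeled Bim-BH3 peptide competitor; inhibitors lower millipolarization by displacing the labeled peptide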
# Target sequence (Q07817 whole entry, looked up): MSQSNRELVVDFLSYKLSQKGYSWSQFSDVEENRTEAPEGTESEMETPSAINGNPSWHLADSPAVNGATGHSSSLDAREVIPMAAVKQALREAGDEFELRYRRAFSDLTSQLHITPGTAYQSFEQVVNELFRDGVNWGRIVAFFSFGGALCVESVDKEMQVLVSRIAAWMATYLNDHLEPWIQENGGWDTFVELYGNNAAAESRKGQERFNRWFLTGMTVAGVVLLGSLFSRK
# Efflux pump inh: inhibitors of Candida efflux pumps in yeast, primary screen, S. cerevisiae, Nile Red, multiplex; hit rate 0.44% among 330,000; inhibition, % at 10 µM; AID 485275, 2010; S. cerevisiae Candida pump triplex;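 active = plate passing quality check with inhibition over a set limit, or well fluorescence over plate mean plus 4 SD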;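 also: Nile Red retained in pooled yeast measured as flow cytometry median fluorescence; 0% = buffer negative control and 100% = Enniatin B positive control; higher means more Nile Red kept so more efflux inhibition; some compounds called inactive have numbers as strong as hits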
# PME-1 inh: PME-1 inhibitors via competitive probe labeling, primary screen, biochemical, fluorescence polarization, FP-Rh probe, HTS. Protein phosphatase methylesterase 1 (Homo sapiens), Q9Y570. recombinant PME-1. inhibition, % at 5.9 µM. hit rate 0.53% among 320,000. AID 2130, 2009;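 active = inhibition above the campaign mean of all compounds plus 3 SD, cut at about 26% in these data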;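 also: competitive labeling of PME-1 active site by serine hydrolase directed probe; 0% = PME-1 with DMSO and 100% = wells lacking PME-1 enzyme; inhibitors block probe labeling so polarization falls and inhibition rises; many of its hits are not listed in these tables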
# Target sequence (Q9Y570 whole entry, looked up): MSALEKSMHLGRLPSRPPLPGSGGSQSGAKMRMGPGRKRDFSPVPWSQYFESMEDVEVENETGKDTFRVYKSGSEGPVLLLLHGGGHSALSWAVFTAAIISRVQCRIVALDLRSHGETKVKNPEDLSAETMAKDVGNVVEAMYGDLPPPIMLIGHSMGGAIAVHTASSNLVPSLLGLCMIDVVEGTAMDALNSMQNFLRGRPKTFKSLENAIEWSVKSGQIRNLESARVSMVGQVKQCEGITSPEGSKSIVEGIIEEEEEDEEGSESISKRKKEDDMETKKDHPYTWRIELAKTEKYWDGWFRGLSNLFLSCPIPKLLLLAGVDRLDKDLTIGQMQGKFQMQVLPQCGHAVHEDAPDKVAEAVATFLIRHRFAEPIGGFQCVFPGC
# MCL1-BIM inh: inhibitors of MCL1 binding to BIM-BH3, primary screen, biochemical, fluorescence polarization; Induced myeloid leukemia cell differentiation protein Mcl-1 (Homo sapiens), Q07820; GST-MCL1 / FITC-Bim-BH3 fluorescence polarization; inhibition, % at 10.9 µM; hit rate 0.68% among 320,000;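 active = inhibition above the mean inhibition of all tested compounds plus 3 SD, set per campaign, cut at about 40% in these data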;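 also: 0% = DMSO wells and 100% = unlabeled Bim-BH3 peptide control; higher means more loss of mP so more displacement of Bim peptide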
# VLA-4 inh: inhibition in human VLA-4 binding assay, primary screen, VLA-4 allosteric modulator project, MLPCN library, flow cytometry, VLA-4 expressing cells; Integrin alpha-4 (Homo sapiens), P13612; ligand binding flow cytometry; AID 2557, 2010; hit rate 0.2% among 330,000; inhibition, % (about 7 µM as worked out from the volumes in the protocol); in the data active = inhibition above about 50%
# * marks the source's active call; other numbers are inactive results; · = no result given. Not all compounds are listed; count on the stated rates, not on these rows.
No.	Structure	MEX-5 binding	GLD-1 RNA inh	GRK2 inh	Fam108B counter	BCLXL inh	Efflux pump inh	PME-1 inh	MCL1-BIM inh	VLA-4 inh
1	O=C1CC(Sc2nnc(-c3ccccc3)o2)C(=O)N1c1ccccc1 (stereo not drawn)	0.2	-5.2	0.0	-0.9	-0.8	-0.1	7.2	-3.1	-2.2
2	CC1CCCN(CC(=O)Nc2cccc([N+](=O)[O-])c2)C1 (stereo not drawn)	2.1	-0.2	0.0	-1.9	6.8	0.0	-1.8	1.3	2.8
3	O=C(CSc1ccc2c(c1)OCCO2)Nc1cccnc1	-1.7	-0.2	3.0	5.2	1.3	-0.2	-2.6	0.7	3.9
4	C(=C\c1ccccc1)/CSc1nnc(-c2cccnc2)o1	2.3	-0.8	3.0	3.2	1.8	0.2	0.7	2.0	-0.2
5	Cc1nn(C)c(C(=O)N/N=C/c2cccc3ccccc23)c1Cl	-4.1	1.4	0.0	-2.6	4.1	-0.3	0.8	11.2	10.6
6	COc1ccc(NC(=O)CSc2nnc(-c3cccnc3)o2)c(OC)c1	-0.3	0.8	0.0	2.3	5.0	0.0	0.8	4.1	9.6
7	COc1cc(C(=O)NC2CC(C)(C)NC(C)(C)C2)cc(OC)c1OC	1.6	-4.0	3.0	7.4	0.7	-0.1	7.0	12.9	-7.5
8	Cc1ccc(-c2csc(NC(=O)c3c(C)noc3C)n2)cc1	·	5.0	6.0	·	-9.8	0.2	-2.9	-12.9	17.6
9	O=C(NN1C(=O)/C(=C\c2cccnc2)SC1=S)c1ccco1	-6.7	3.3	3.0	-1.4	2.2	0.1	-5.0	4.0	5.8
10	COc1cc(C)c(Cl)cc1S(=O)(=O)n1ccnc1C	4.0	1.8	0.0	1.2	4.5	0.0	-1.5	4.3	7.1
11	Cc1ccc(OCCCOc2cccc3cccnc23)cc1C	2.2	11.1	2.0	4.6	-0.1	0.2	-2.6	-4.6	-0.3
12	O=C(Nc1ccc2ccccc2c1)c1ccc(Br)o1	-2.4	·	0.0	·	·	0.1	·	·	1.6
13	Cc1nc(-c2ccc(NC(=O)Cc3ccccc3)cc2)cs1	2.2	-2.3	2.0	-1.5	0.3	2.3	-6.2	-8.8	2.6
14	Cc1nnc(-c2cnn(C)c2N)n1CCCN(C)C	-1.3	1.7	2.0	-1.8	-1.4	-0.1	-2.5	1.5	4.1
15	O=C(/C(=C(\[O-])c1ccccc1)[n+]1ccc2ccccc2c1)c1ccc([N+](=O)[O-])cc1	-0.4	1.5	0.0	-1.3	8.7	0.4	-0.4	14.4	3.6
16	CCc1ccc(-c2cc(C)no2)cc1S(=O)(=O)N1CCOc2ccccc21	-3.0	3.0	0.0	-1.1	5.5	-0.4	-3.3	-0.8	10.8
17	CCOC(=O)c1c(C)[nH]c(C2=NNC(=Nc3ccc(OCC)cc3)SC2)c1C	·	17.1	2.0	6.9	76.7*	0.2	27.7*	69.6*	8.5
18	Cc1ccc([C@@H]2CC=C(C(=O)O)[C@H](c3cccc(Cl)c3)N2S(=O)(=O)c2ccc(C)cc2)cc1	·	3.7	4.0	-3.7	10.8	0.1	-6.9	10.3	17.2
19	COc1cccc(-c2nnc3sc(-c4ccc(C)cc4)nn23)c1	0.9	-1.1	1.0	1.9	-0.7	0.1	-7.2	-6.1	-4.9
20	COc1ccc2[nH]c3c(N4CCC(O)(c5cccc(C(F)(F)F)c5)CC4)ncnc3c2c1	-2.9	3.6	0.0	10.8	8.0	-0.1	23.4	4.1	3.0
21	CN1CCN(Cc2nc3ccccc3c(=O)n2Cc2nc(-c3ccccc3F)cs2)CC1	-2.5	-2.0	0.0	-1.4	6.4	-0.3	5.3	3.9	-132.2
22	O=C(O)CC/C(=C\c1ccc(Cl)c([N+](=O)[O-])c1)c1nc2ccccc2s1	2.0	-8.5	0.0	0.6	8.2	-0.8	17.0	6.1	12.5
23	CCOC(=O)C1CCCN(C(=O)C2CCN(S(=O)(=O)c3cnc[nH]3)CC2)C1 (stereo not drawn)	-0.2	2.8	2.0	2.1	2.9	0.0	-4.9	-2.7	4.1
24	CCCCC(=O)NC(=S)Nc1cccc(C(=O)O)c1	3.2	2.9	0.0	2.6	6.9	0.0	2.9	3.1	0.0
25	CCCCCC(=O)N/N=C/c1ccc(N(C)C)cc1	0.3	6.8	1.0	-2.8	5.5	-0.2	-1.6	4.8	4.7
26	CC(=O)N1c2ccc(S(=O)(=O)N(C)CC(=O)NC(C)c3ccccc3)cc2CC1C (stereo not drawn)	0.7	-8.5	1.0	0.0	4.9	-0.1	5.0	10.0	-0.4
27	CCOC(=O)c1c(CSC(=N)N)n(C)c2cc(Br)c(OC(C)=O)cc12	-0.4	9.6	0.0	-1.8	1.9	0.1	1.7	2.1	-5.5
28	S=C1NCCOCCOCCOCCOCCN1	1.0	2.6	1.0	-4.7	4.8	-0.1	-3.2	16.7	-10.0
29	CCC(=O)Nc1cccc(C2=NOC3(C2)C[C@H](C(N)=O)N(C(=O)Cc2ccc([N+](=O)[O-])cc2)C3)c1 (stereo partly drawn)	0.4	4.4	3.0	-5.0	-0.2	-0.1	-6.0	0.2	2.2
30	CCOC(=O)c1c(NC(=S)Nc2ccc(OC)cc2)sc2c1CCCCC2	-0.4	6.8	0.0	0.1	4.3	0.0	-4.6	10.1	8.6
31	C#CCOCCOCCOCCNc1nc(N2CCN(C(=O)[C@H](CCCCN)n3cc(CCC(=O)O)nn3)CC2)nc(N2CCN(C(=O)[C@H](CCCCN)n3cc(CC(C)O)nn3)CC2)n1 (stereo partly drawn)	·	5.3	1.0	3.1	-2.1	0.1	-1.3	-9.6	7.0
32	Cc1ccccc1OCC1CN(CN2CCOCC2)C(=O)O1 (stereo not drawn)	1.1	-1.4	0.0	-2.7	4.9	0.1	-0.4	9.2	9.8
33	O=C(O)COc1ccccc1/C=N/NC(=O)CSc1nc2ccccc2c(=O)n1-c1ccccc1	0.6	1.9	2.0	2.8	0.2	0.0	0.2	2.0	10.8
34	O=C(COC(=O)c1cc(S(=O)(=O)N2CCOCC2)cs1)c1ccccc1	-0.4	-1.5	0.0	-3.4	-0.3	0.1	-11.9	5.8	2.3
35	O=C(CSc1nnc(-c2ccc(NS(=O)(=O)c3ccccc3)cc2)o1)NCC1CCCO1 (stereo not drawn)	2.2	4.4	0.0	-5.0	-1.2	0.0	-3.1	3.0	23.8
36	COc1ccc(-n2c(SCC(=O)Nc3ccc(Cl)cc3)nc(O)c(Cc3ccccc3)c2=O)cc1	0.1	3.5	2.0	2.6	4.1	-0.1	6.1	0.0	7.3
37	COc1ccc(-c2csc(NC(=O)CN3C(=O)C4CC=CCC4C3=O)n2)cc1OC (stereo not drawn)	3.2	-3.0	0.0	6.9	7.1	2.6	3.1	10.7	-11.4
38	CCn1cc(Cl)c(C(=O)Nc2cc(C(=O)OC)cc(C(=O)OC)c2)n1	0.2	0.3	5.0	-2.7	6.3	-0.1	-18.1	-1.0	-0.6
39	Cc1nn(-c2ccccc2)c(C)c1NC(=O)COC(=O)c1cc([N+](=O)[O-])ccc1NCCO	3.4	-3.3	0.0	3.6	-12.3	4.3	4.8	-14.3	5.2
40	CCCOC(=O)CSC1=C(C#N)C(c2ccccc2Cl)CC(=O)N1 (stereo not drawn)	1.9	-2.2	0.0	-2.6	6.5	-0.1	4.5	-3.4	-9.6
41	COCC(C)n1c(C)cc(C(=O)CSc2nnc(N)s2)c1C (stereo not drawn)	-1.3	16.3	0.0	5.8	10.7	-0.1	-3.7	17.8	-4.9
42	CCCCc1nc(S(=O)(=O)c2ccc(Cl)cc2)c(N2CCOCC2)o1	-1.3	5.8	0.0	-1.3	8.7	0.0	1.9	16.4	-13.1
43	O=C(Nc1nc2ccccc2s1)c1cc(-c2ccccc2)nn1-c1ccccc1	2.4	-4.3	0.0	-7.1	2.6	-0.1	-9.1	3.6	2.2
44	Cc1ccsc1/C=N/NC(=O)c1cc(-c2ccncc2)nc2ccccc12	0.1	6.4	5.0	-1.2	9.0	0.0	3.6	14.5	25.2
45	CN(C)C(=O)CN1C(=O)NC2(CCc3ccccc32)C1=O (stereo not drawn)	-0.2	2.2	1.0	-0.4	-0.3	0.1	-0.1	-2.9	3.3
46	CCN(CC)CCNC(=O)c1ccc(NC(=O)c2cc(-c3ccco3)nc3ccccc23)cc1	1.7	-5.2	0.0	-4.2	-0.5	0.0	5.1	-1.8	-0.3
47	CC(C)N1C2OC(C3OC4C(O3)N(C(C)C)S(=O)(=O)N4C(C)C)OC2N(C(C)C)S1(=O)=O (stereo not drawn)	-2.6	6.4	0.0	-0.9	-0.5	-0.2	4.5	-3.1	-3.9
48	CCc1nc(SCC#N)c(C#N)cc1C	-0.9	-5.1	1.0	2.5	5.8	-0.1	11.5	3.3	4.9
49	COc1ccc2cc(CN(CCCN3CCOCC3)Cc3nnnn3C3CCCCC3)c(=O)[nH]c2c1	1.2	-7.5	0.0	-0.4	7.2	0.0	-9.6	6.9	19.9
50	CCCCCOc1ccc(CSc2n[nH]c(C)n2)cc1	-0.2	1.6	2.0	3.3	2.5	0.0	1.6	-0.7	-1.0
51	O=C(NC(=S)N(Cc1ccccc1)c1ccccn1)C1CC1	-0.3	-8.5	0.0	2.7	2.9	0.2	0.1	10.2	18.2
52	COCc1c(C(=O)OCc2c(C)noc2C)oc2ccccc12	1.4	-5.3	0.0	-4.7	2.7	0.7	-5.2	2.6	7.2
53	Cc1cc(C)c(CSc2ncc(-c3ccc([N+](=O)[O-])cc3)[nH]2)c(C)c1	·	-2.4	2.0	4.6	-21.2	-0.2	-5.1	-36.0	-4.8
54	Cc1ccccc1Nc1nc(=O)c2cc([N+](=O)[O-])ccc2s1	2.8	1.7	1.0	-3.1	2.2	0.0	13.1	2.5	-10.9
55	O=S(=O)(NCC(c1cccnc1)N1CCN(c2ccccc2F)CC1)c1cccs1 (stereo not drawn)	-1.5	5.2	0.0	1.2	0.7	0.0	-6.7	7.9	8.3
56	COc1ccc(OC)c(Nc2nc3ccc(C)cc3n3cnnc23)c1	-1.0	0.3	1.0	0.1	6.0	0.2	4.5	3.2	-6.0
57	CCN(CC(=O)Nc1ccc2c(c1)OCCO2)C(=O)CSCC(=O)Nc1ccc(C)cc1	-1.5	-0.5	0.0	0.0	-2.1	0.2	-10.2	2.9	-1.2
58	CCOC(=O)Nc1cc(Br)c2c(c1)OCCO2	-1.7	-0.4	0.0	-1.2	3.0	-0.2	-4.4	-5.2	-7.5
